# Source: PubChem
# SARS 3CLpro inh: SARS-CoV 3CLpro protease inhibition; P0C6X7; recombinant SARS-CoV 3CLpro, quenched FRET peptide cleavage; inhibition, % at 6 µM; 290,000 compounds, 0.14% hits; AID 1706; in the data active = inhibition above about 12%
# FBA Mtb inh: inhibits M. tuberculosis FBA enzyme | purified M. tuberculosis FBA, fluorescence read-out | inhibition, % at 1 µM | AID 588726 | 360,000 compounds, 2.3% hits | P9WQA3; in the data active = inhibition above about 27%;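 also: 0% = vehicle and 100% = reference inhibitor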
# Target sequence (P9WQA3 whole entry, looked up): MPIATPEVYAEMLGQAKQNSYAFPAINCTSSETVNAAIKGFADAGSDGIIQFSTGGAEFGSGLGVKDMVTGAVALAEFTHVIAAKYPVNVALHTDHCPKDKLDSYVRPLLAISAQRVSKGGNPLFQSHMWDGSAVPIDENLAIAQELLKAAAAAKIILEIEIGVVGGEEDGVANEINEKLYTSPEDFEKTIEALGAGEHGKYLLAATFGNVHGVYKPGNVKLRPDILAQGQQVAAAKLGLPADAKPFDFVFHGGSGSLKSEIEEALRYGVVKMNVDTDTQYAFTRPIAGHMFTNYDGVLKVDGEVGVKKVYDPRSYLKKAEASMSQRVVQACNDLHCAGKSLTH
# Rv3671c inh: inhibits the M. tuberculosis serine protease Rv3671c; P9WHR9; inhibition, % at 5.96 µM; 320,000 compounds, 0.048% hits; AID 2606; in the data active = inhibition above about 38%;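 also: extracellular domain of Rv3671c used as enzyme; 0% = enzyme with DMSO and 100% = no enzyme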
# Target sequence (P9WHR9 whole entry, looked up, the tested form may be a part): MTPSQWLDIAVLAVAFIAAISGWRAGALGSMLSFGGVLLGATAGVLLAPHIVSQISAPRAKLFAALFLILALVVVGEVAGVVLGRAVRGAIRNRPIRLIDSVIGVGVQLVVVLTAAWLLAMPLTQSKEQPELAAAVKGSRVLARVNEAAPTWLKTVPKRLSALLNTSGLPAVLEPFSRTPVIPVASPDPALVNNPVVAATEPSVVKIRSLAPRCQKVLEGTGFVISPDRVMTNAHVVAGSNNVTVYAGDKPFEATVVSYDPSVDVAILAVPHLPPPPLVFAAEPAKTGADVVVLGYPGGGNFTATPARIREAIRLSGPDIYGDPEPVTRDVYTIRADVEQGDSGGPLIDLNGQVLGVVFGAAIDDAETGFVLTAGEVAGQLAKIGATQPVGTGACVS
# MazF activator: increases E. coli MazEF RNase cleavage of RNA; P0AE70; 350,000 compounds, 0.32% hits; FAM/BHQ RNA-DNA oligo cleavage fluorescence, 5 h; activation, % at 20 µM; in the data active = activation above about 50%
# Target sequence (P0AE70 whole entry, looked up): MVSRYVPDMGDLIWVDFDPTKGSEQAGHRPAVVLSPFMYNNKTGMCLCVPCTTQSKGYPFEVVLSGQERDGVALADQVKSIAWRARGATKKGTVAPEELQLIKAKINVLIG
# BH1578 lux ind: quorum light induction in luxS cqsA deficient V. cholerae | 350,000 compounds, 0.16% hits | V. cholerae BH1578 lux reporter, luminescence, 6 h | activation, % at 18.7 µM | AID 588436; in the data active = activation mostly above about 9.7%, no sharp cut-off; also: not every result past the cut was called active; inactives centre near 0; reference of the scale not given here
# BioA inh: BioA (M. tuberculosis) enzyme inhibition | purified M. tuberculosis BioA enzyme, plate reader | 360,000 compounds, 0.096% hits | inhibition, % at 9.99 µM; in the data active = inhibition above about 40%
# SSB-PriA inh: blocks PriA binding to SSB C-terminal tail. AID 1272365. 430,000 compounds, 0.6% hits. inhibition, % at 33 µM. AlphaScreen SSBct-PriA binding, biotinylated peptide; in the data active = inhibition mostly above about 37%, no sharp cut-off; inactive = mostly below about 20%;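 also: plate controls were negative control peptide for no effect and reference peptide for full effect; strong numbers were not always called active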
# UGM FP inh: Mtb UDP-galactopyranose mutase inhibition; purified UGM, fluorescence polarization probe displacement; inhibition, % at 10 µM; 320,000 compounds, 0.06% hits; in the data active = inhibition above about 10%, passing the limit was not always enough
# GDH-TPI inh: counter-screen for M. tuberculosis FBA inhibitors: GDH-TPI coupled enzymes | 360,000 compounds, 1.2% hits | AID 588335 | inhibition, % at 4.8 µM | GDH-TPI coupled enzyme counterscreen, NADH absorbance; in the data active = inhibition above about 30%;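 also: 0% = DMSO wells and 100% = wells lacking the enzyme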
# VHR inh abs: blocks human VHR1 dual specificity phosphatase; AID 1654; inhibition, % at 13.3 µM; P51452; 290,000 compounds, 0.52% hits; recombinant VHR phosphatase, pNPP absorbance; in the data active = inhibition above about 50%; also: some compounds called inactive have numbers as strong as hits
# Target sequence (P51452 whole entry, looked up): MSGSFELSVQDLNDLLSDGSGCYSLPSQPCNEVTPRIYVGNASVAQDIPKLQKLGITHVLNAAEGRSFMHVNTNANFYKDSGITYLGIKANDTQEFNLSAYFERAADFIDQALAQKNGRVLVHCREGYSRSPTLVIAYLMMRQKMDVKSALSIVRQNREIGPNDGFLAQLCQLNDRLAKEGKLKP
# Starred values were filed as active, the others as inactive; i = inactive; x = not tested or not shown; & = joins results of further samples.
SMILES,SARS 3CLpro inh,FBA Mtb inh,Rv3671c inh,MazF activator,BH1578 lux ind,BioA inh,SSB-PriA inh,UGM FP inh,GDH-TPI inh,VHR inh abs
O=C(Cc1ccsc1)Nc1ccc2c(c1)OCO2,x,-2,0,-3,-6.3,2.1,-3,1.2,5,x
Cc1cc(C)nc(SCC(=O)OC(C)C(=O)Nc2ccccc2)n1 (configuration not stated),0,-2,-7,-2,i,-1.5,-3,-0.1,-3,22
CCCCN(CC)CCNC(=O)C1c2cc(OC)c(OC)cc2C(=O)N2CCc3ccccc3C12 (configuration not stated),2,6,2,7,7.1,-0.5,0,-1.7,7,-3
COc1ccc(C(=O)NCCCN=C2NS(=O)(=O)c3ccccc32)cc1,-2,0,9,-9,-0.3,0.5,-5,-3.1,-13,28
O=S(OCCN1CCCC1)C(c1ccccc1)c1ccccc1 (configuration not stated),x,16,x,-18,-7.6,10,-16,x,5,x
Cc1cccc(S(=O)(=O)Nc2nc3ccccc3nc2NCC2CCCO2)c1 (configuration not stated),2,4,16,-1,i,0.8,-8,0.6,33*,18
COc1ccc(C(=O)Nc2ccc3nc(C)sc3c2)cc1S(=O)(=O)N1CCOCC1,x,2,x,-1,i,-3.0,x,x,8,x
COCCCN(C(=O)c1cccnc1SC)c1c(N)n(Cc2ccccc2)c(=O)[nH]c1=O,3,-1,-6,0,i,-0.2,-3,1.9,0,33
CCn1cc(/C=C(\NC(=O)c2ccccc2)C(=O)N2CCOCC2)c2ccccc21,0,1,x,5,i,0.0,-2,x,18,6
CCOC(=O)C1CCCN(S(=O)(=O)c2ccc3c(c2)N(C)C(=O)CC(=O)N3C)C1 (configuration not stated),-2,-2,3,-1,-3.9,0.5,13,-0.8,9,-4
Oc1ccccc1Nc1ncnc2c1oc1ccccc12,-4,0,2,8,i,x,-5,1.4,12,-12
CC(=O)Nc1ccc(NS(=O)(=O)c2ccc(Cl)s2)cc1,0,1,-5,7,i,x,-4,0.7,2,12
NC(=O)c1ccc(C(=O)c2ccc([N+](=O)[O-])cc2)cc1,0,-4,5,-1,-0.1,x,9,0.3,-3,-4
O=C(CCCn1c(=O)oc2ccccc21)NC1CCCCCC1,7,x,0,x,x,x,x,1.6,x,12
Cn1c(=O)[nH]c(=O)c2c1nc(N/N=C/C(Br)=C/c1ccccc1)n2CCO,1,-7,7,11,-0.2,0.8,i,5.0,24,-16
N#CC1=C(Nc2ccccc2Cl)SC(c2ccccc2O)NC1=O (configuration not stated),-2,0,5,-3,-0.1,-2.8,-8,-2.5,4,27
O=C(Nc1ccc(F)cc1)C(c1ccccc1)N1CCN(CC(=O)N2CCCC2)CC1 (configuration not stated),x,4,0,0,1.6,-5.5,-10,x,-1,x
CC(C)N1CCC(N2CCN(CCCc3ccccc3)CC2CCO)CC1 (configuration not stated),3,-2,0,-8,i,-0.7,-4,3.0,5,-7
O=C1C2CCN(CC2)C12CC2c1ccc(C(F)(F)F)cc1 (configuration not stated),1,1,12,6,-0.4,x,-6,-4.0,-16,18
CN(c1ccccc1C(=O)O)S(=O)(=O)c1ccc2[nH]c(=O)[nH]c2c1,5,1,x,-4,1.8,-0.3,3,-0.1,-3,-6
COC(=O)c1cc(-c2ccc(NC(C)=O)cc2)nc2ccccc12,1,3,-4,8,-0.3,x,-16,1.2,16,21
COc1cccc(Nc2nc(C(C)N)cs2)n1 (configuration not stated),x,17,x,x,0.4,-4.1,x,x,6,x
Cc1c(Cl)cccc1NC(=S)NC1CCN(C(C)C)CC1,4,-1,3,-3,-0.4,x,-17,-5.5,-5,24
OC1(c2ccc(F)cc2)CCNC1 (configuration not stated),0,0,-2,9,5.8,x,-1,-1.6,7,17
O=C(CN(C(=O)Cn1nnc(-c2ccccc2F)n1)c1cnc2ccccc2c1)NCC1CCCO1 (configuration not stated),8,0,-1,-2,-0.1,x,-6,1.0,1,-10
CCOc1ccc(C(=O)Nc2cccc3ncccc23)cc1Br,0,1,3,-15,i,0.4,-16,-2.5,-10,-14
CCn1nc(NC(=O)c2ccncc2)c2cc3ccccc3nc21,-2,0,1,-1,i,0.3,-10,1.7,4,-12
COc1ccc(CCNC(=O)CCC(=O)n2ncc3ccc(Cl)cc32)cc1OC,-2,0,-5,-5,-0.2,-0.9,-11,3.8,-6,-2
C=CC[C@H](CC(=O)NCCO)C(=O)NC[C@@H](OC(=O)[C@H](CC=C)CC(=O)OC(C)(C)C)c1ccccc1,x,4,0,2,i,-1.9,-9,-2.7,-7,x
COC(=O)c1ccc(N2C(=O)c3cc(N4CCOCC4)c([N+](=O)[O-])cc3C2=O)cc1,6,-1,6,6,i,0.5,3,0.1,5,28
Cn1c(=O)oc2cc(S(=O)(=O)N3CCc4ccccc43)ccc21,-3,-1,-1,-9,-0.5,-2.1,-11,1.3,-7,-22
COc1ccc(-c2cccc(NC(=O)c3ccc4c(c3)OCO4)c2)nn1,x,2,-1,3,i,6.0,-7&-5,0.7,0,x
O=C(N/N=C/c1cccc(C(F)(F)F)c1)c1ccc(O)cc1,3,0,-7,-3,-0.3,x,x,-0.9,13,2
O=C(NCC1CCCO1)C1CCN(c2ccc(S(=O)(=O)N3CCCC3)cc2)CC1 (configuration not stated),-2,2,2,1,-0.4,1.2,-15,x,16,5
CC1CCN(CCOCCOc2ccccc2-c2ccccc2)CC1,0,-4,12,8,-0.8,x,-10,-3.0,-11,1
COC(=O)c1nn(-c2ccccc2)c(Sc2ccccc2)c1/C=N/O,4,0,-7,4,i,-2.9,x,-2.2,-3,20
CCOC(=O)C1(Cc2cccc(F)c2)CCN(C(=O)c2ccoc2C)CC1,-2,0,6,-6,-1.5,x,0,-2.0,-3,26
O=C(Cn1c(=O)cnc2ccccc21)NNC(=O)c1ccccc1Cl,x,0,-8,1,i,-1.4,6,0.2,-4,x
CN(c1ccccc1)S(=O)(=O)c1cccc(NC(=O)CN2CCc3ccccc3C2)c1,4,-1,-8,0,1.0,x,6,-3.5,-10,0
COc1ccc(C2CC(=O)Oc3cc(O)ccc32)cc1 (configuration not stated),x,-2,x,3,i,1.6,-10,x,5,x
Clc1nc2nc3n(c2nc1Cl)CCC3,4,3,4,18,-0.9,-2.3,1,-0.6,11,17
O=C(O)c1ccc(-c2ccc(/C=N/Nc3ccc([N+](=O)[O-])cc3)o2)cc1,7,-18,1,-1,-0.3,x,i,-3.6,52*,12
COc1cc(C2Nc3ccccc3C(=O)N2c2ccc3c(c2)OCCO3)ccc1OCC(C)C (configuration not stated),-5,4,-1,2,-0.9,x,1,-3.4,8,-16
CC1(C)CC(=O)c2c(-c3cccs3)n[nH]c2C1,-6,22,0,0,x,-4.4,1,0.2,8,9
CCOC(=O)c1cnc2c(c(C)nn2C)c1Oc1ccccc1F,1,-1,2,-4,-0.6,x,-9,0.7,5,6

# The final 4 entries of the part before open the next one.
SMILES,SARS 3CLpro inh,FBA Mtb inh,Rv3671c inh,MazF activator,BH1578 lux ind,BioA inh,SSB-PriA inh,UGM FP inh,GDH-TPI inh,VHR inh abs
O=C(O)c1ccc(-c2ccc(/C=N/Nc3ccc([N+](=O)[O-])cc3)o2)cc1,7,-18,1,-1,-0.3,x,i,-3.6,52*,12
COc1cc(C2Nc3ccccc3C(=O)N2c2ccc3c(c2)OCCO3)ccc1OCC(C)C (configuration not stated),-5,4,-1,2,-0.9,x,1,-3.4,8,-16
CC1(C)CC(=O)c2c(-c3cccs3)n[nH]c2C1,-6,22,0,0,x,-4.4,1,0.2,8,9
CCOC(=O)c1cnc2c(c(C)nn2C)c1Oc1ccccc1F,1,-1,2,-4,-0.6,x,-9,0.7,5,6
Cc1ccc(-c2nc3ccc(C(=O)O)cc3nc2-c2ccc(C)cc2)cc1,-2,10,0,3,i,6.1,2,0.1,21,23
CCCN(CCC)CCCNC(=O)c1cn(C)c2ccc(S(=O)(=O)N(C)C3CCCCC3)cc2c1=O,-5,-1,-5,11,-0.2,-0.8,-2,0.4,-5,17
COc1ccc(O)c(C(=O)c2cnn(C(=O)c3ccc(C)cc3)c2)c1,x,1,-5,-2,i,-0.5,-5,1.7,-1,x
CCN(CC)c1ccc(-c2nn3c(-c4cccnc4)nnc3s2)cc1,4,14,x,2,-0.3,16,-11,x,18,40
CN(C)c1cccc(N=C2C=C(N3CCOCC3)CC(C)(C)C2)c1,2,-2,1,1,i,-0.7,-12,-0.5,26,2
CCOC(=O)N1CCN(C(=O)C(NC(=O)c2ccco2)C(C)C)CC1 (configuration not stated),1,-1,-4,6,0.6,-1.8,-7,-0.5,1,11
CCOC(=O)c1cc(C)[nH]c(=O)c1C#N,1,161*,0,-2,0.1,-1.8,-1,3.2,-3,7
O=C1NC(c2cccc([N+](=O)[O-])c2)Oc2ccccc21 (configuration not stated),-3,9,2,5,0.0,x,-11,0.1,11,24
CCSc1nnc(NC(=O)C(C)C)s1,0,1,5,-1,-0.2,5.3,-2,0.6,-7,0
CCOc1ncccc1C(=O)OCC(=O)Nc1cc(S(=O)(=O)N(CC)CC)ccc1C,5,0,0,-4,-0.3,x,-1,-2.6,13,0
Cc1ccc(CNC(=O)CCSCc2cccc(F)c2)cc1,-2,0,-2,0,-0.8,-0.3,-9,1.8,-1,10
COC(=O)c1ccccc1N1C(=O)[C@@H]2C(c3ccc(Br)cc3)=NO[C@@H]2C1=O,4,1,3,0,-0.3,-1.1,1,-2.7,-5,5
COc1cccc(-c2ccc3ncnc(NCc4cccnc4)c3c2)c1,x,6,-2,4,-0.3,1.9,-14,-1.2,-12,x
Cc1ccc2oc(=O)n(CCOc3ccccc3C)c2c1,2,1,-3,-16,-1.3,-0.5,-9,2.1,5,-19
N#C/C(=C/c1ccc(Br)o1)C(N)=S,-3,x,-3,x,x,x,x,0.2,x,-8
Cc1onc(-c2ccccc2Cl)c1C(=O)NCc1nnnn1-c1ccc(F)c(F)c1,x,1,x,9,i,1.6,x,x,10,x
CNC(=O)CCN(Cc1ccco1)S(=O)(=O)c1ccc(OC)c(OC)c1,-3,2,-6,2,-0.5,x,-7,-0.7,4,-3
COc1cccc(/C=C(/C#N)c2ccc(Cl)cc2)c1OCc1cccc(C(=O)O)c1,0,4,-15,-2,i,x,-1,0.3,5,-8
O=C(NCc1cccc(F)c1)c1cccc2c1C(=O)c1ccc(N3CCC(Cc4ccccc4)CC3)cc1S2(=O)=O,x,-1,-25,i,0.0,-1.4,-36,22*,5,x
Cc1cc(C2(c3cc(C)c(NC(=O)CN4CCOCC4)c(C)c3)CCCCC2)cc(C)c1NC(=O)CN1CCOCC1,5,x,-4,7,x,x,-3,-1.0,x,2
Cc1ccc(NC(=O)c2nc[nH]c2C(=O)NCCCCCNC(=O)OC(C)(C)C)cc1,x,2,-25,-6,-5.3,0.5,12,3.0,13,x
CCCCCc1nnc(NS(C)(=O)=O)s1,5,0,3,7,-0.3,x,-7,1.4,2,1
Cc1ccc(CN2CC(C(=O)NCCCSc3ccccc3)CC2=O)cc1 (configuration not stated),4,-2,1,3,i,3.0,-7,5.0,-1,6
COc1ccc(CCN(C(=O)c2snc(C(N)=O)c2N)C(C)C(=O)NC2CCCCC2)cc1OC (configuration not stated),0,3,10,-8,-0.3,-2.2,-6,1.5,11,-26
CN1C(=O)N(CC(=O)N2CCN(S(=O)(=O)c3ccc4c(c3)CCC4)CC2)C(=O)C12CCCCC2,x,-3,x,7,5.6,-1.0,2,x,4,x
COc1ccc(C(=O)/C=C/C(=O)N(Cc2ccc(F)cc2)C(C(=O)NC2CCCCC2)c2ccncc2)c(O)c1 (configuration not stated),3,3,-2,-10,-0.2,-0.6,-1,-4.0,1,8
Cc1ccc(COc2ccc(Br)cc2/C=N/O)cc1,3,-4,-5,3,-0.7,-1.3,x,0.4,-2,21
Cc1ccccc1-c1csc(C(O)c2cccnc2)n1 (configuration not stated),x,0,x,x,i,0.1,x,x,9,x

# These rows are one share of the data. The share of hits here may be higher or lower than overall.
